High-throughput results as filed in PubChem.
NALP3 yeast inh: NALP3 inflammasome inhibitors in reconstituted yeast, primary screen, luminescence, uHTS; hit rate 0.39% among 330,000; AID 2825, 2010; Yeast reconstituted NLRP3/ASC/caspase-1, beta-gal luminescence, 24 h; inhibition, % at 10 µM;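 active means inhibition of 50% or more; inactive means inhibition below 50%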;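 further: plate controls were induced DMSO wells for no effect and uninduced yeast grown without galactose for full effect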
SENP8 block-1: human SENP8 protease inhibitors, primary screen, biochemical, fluorescence, Nedd8 protein substrate, uHTS; recombinant SENP8; hit rate 0.64% among 360,000; AID 602440, 2012; inhibition, % at 20 µM; in the data active means inhibition mostly above about 40%, no sharp cut-off; inactive means mostly below about 27%
Target sequence (Q96LD8 whole entry, looked up): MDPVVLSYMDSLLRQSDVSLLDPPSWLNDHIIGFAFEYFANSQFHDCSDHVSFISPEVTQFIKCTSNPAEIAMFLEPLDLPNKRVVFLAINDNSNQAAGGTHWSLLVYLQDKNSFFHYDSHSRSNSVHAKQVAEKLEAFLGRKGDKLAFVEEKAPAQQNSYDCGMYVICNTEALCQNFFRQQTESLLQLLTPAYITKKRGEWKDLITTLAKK
SENP6 block: SENP6 protease inhibitors, primary screen, biochemical, luminescence, uHTS; Sentrin-specific protease 6 (Homo sapiens), Q9GZR1; Recombinant SENP6 catalytic domain, aminoluciferin luminescence; inhibition, % at 10 µM; hit rate 1.8% among 330,000; AID 2599, 2010;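 active means inhibition above about 50% at the single tested dose, limit read from the data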;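 further: plate controls were DMSO wells with enzyme for no effect and DMSO wells lacking enzyme for full effect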
HKDC1 inh: HKDC1 hexokinase inhibitors, primary screen, biochemical, fluorescence, uHTS | AID 493160, 2011 | hit rate 0.16% among 340,000 | Q2TB90 | inhibition, % at 20 µM | recombinant HKDC1, G6PDH/diaphorase resazurin coupled fluorescence;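 active means inhibition above about 35% when tested at 20 µM, limit read from the data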;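 further: plate controls were DMSO wells with enzyme for no effect and DMSO wells lacking enzyme for full effect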
Target sequence (Q2TB90 whole entry, looked up): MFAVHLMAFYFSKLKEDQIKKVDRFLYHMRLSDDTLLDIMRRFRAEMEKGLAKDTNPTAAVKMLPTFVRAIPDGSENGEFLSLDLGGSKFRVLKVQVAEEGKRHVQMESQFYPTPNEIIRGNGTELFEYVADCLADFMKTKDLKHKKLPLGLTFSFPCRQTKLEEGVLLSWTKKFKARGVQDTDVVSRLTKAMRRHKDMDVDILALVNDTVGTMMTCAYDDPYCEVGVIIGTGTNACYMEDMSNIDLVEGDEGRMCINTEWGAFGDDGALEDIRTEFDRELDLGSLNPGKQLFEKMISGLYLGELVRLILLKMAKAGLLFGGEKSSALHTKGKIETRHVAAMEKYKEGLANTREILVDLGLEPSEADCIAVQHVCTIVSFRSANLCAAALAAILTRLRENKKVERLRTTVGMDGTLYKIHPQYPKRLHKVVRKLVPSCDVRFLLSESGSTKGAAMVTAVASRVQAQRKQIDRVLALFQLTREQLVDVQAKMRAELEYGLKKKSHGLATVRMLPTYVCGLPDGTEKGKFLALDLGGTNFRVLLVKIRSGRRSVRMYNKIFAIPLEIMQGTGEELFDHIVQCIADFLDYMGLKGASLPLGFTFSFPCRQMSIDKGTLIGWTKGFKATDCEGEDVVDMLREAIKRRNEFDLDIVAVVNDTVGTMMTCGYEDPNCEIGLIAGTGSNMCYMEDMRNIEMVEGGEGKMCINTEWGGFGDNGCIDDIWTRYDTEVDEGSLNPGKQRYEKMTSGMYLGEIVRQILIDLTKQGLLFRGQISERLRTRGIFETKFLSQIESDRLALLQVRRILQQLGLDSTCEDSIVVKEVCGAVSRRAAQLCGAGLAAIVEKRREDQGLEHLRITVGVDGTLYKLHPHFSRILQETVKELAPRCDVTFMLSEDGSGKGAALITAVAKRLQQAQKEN
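Assay system: recombinant HKDC1 hexokinase; detection: coupled resazurin fluorescence, excitation 525 nm, emission 613 nm; benchmarks: DMSO-plus-enzyme-mix negative control, buffer-substituted positive control; compound dosing: single 20 µM dose; schedule: 90 min at room temperature in dark; also added: glucose plus 1 mM ATP as hexokinase substrates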
Apaf1 inhib: inhibitors of human Apaf-1 apoptosome, primary screen, biochemical, DEVD-Rh110 fluorescence, uHTS. Apoptotic protease-activating factor 1 (Homo sapiens), O14727. reconstituted apoptosome caspase-3 activity. inhibition, % at 20 µM. hit rate 0.71% among 330,000; active means inhibition of at least 40% at 20 µM;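 further: plate controls were DMSO wells for no effect and DEVD-CHO caspase inhibitor wells for full effect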
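System: Apoptosome proteins | Medium: Hepes pH 7.5 with detergent and BSA | Also added: Cytochrome c trigger plus (Z-DEVD)2-Rh110 caspase-3 substrate | Incubation: 30 min compound preincubation, 50 min activation, room temperature | Detection: Rhodamine 110 fluorescence at Ex 480/Em 540 nm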
SENP7 inh: SENP7 protease inhibitors, primary screen, biochemical, luminescence, uHTS. hit rate 1.5% among 330,000. AID 434973, 2010. inhibition, % at 5 µM. recombinant SENP7, Z-RLRGG-aminoluciferin luminescence, 40 min;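 active means inhibition above about 50% at the single test dose, limit read from the data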;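 further: plate controls were DMSO with enzyme for no effect and no enzyme buffer wells for full effect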
PfG6PD inh: PfG6PD enzyme inhibitors, primary screen, biochemical, fluorescence intensity, uHTS | glucose-6-phosphate dehydrogenase-6-phosphogluconolactonase (Plasmodium falciparum 3D7) | PfGluPho enzyme, NADPH resazurin-diaphorase fluorescence | inhibition, % at 20 µM | hit rate 0.78% among 350,000 | AID 504690, 2011;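 active means inhibition reaching at least a set limit at 20 µM in the primary screen, cut at about 59% in these data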;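 further: 0% = DMSO wells with substrate and 100% = DMSO wells lacking glucose-6-phosphate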
SENP1 FRET inh: human SENP1 catalytic domain inhibitors, primary screen, biochemical, FRET, uHTS; inhibition, % at 10 µM; hit rate 0.21% among 360,000; recombinant SENP1 catalytic domain, CyPet-SUMO1-YPet FRET cleavage;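 active means inhibition at least 30% at 10 µM, raw YFP signal under a set limit, fluorescence ratio 0.5 to 1.5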;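 further: 0% = enzyme with DMSO and 100% = no enzyme wells; some results filed as inactive read as strong as hits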
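Material: hSENP1 catalytic domain, recombinant; medium: Tris pH 8 with BME, BSA, NP40 and catalase; compound: single concentration of 10 µM compound, 0.5% DMSO final; technique: FRET read of cyan and yellow fluorescence; timing: 50 min enzyme reaction, room temperature, light-protected; reagent: SFCypet-SUMO1-SFYpet substrate at 25 nM; control set: no-enzyme low, enzyme-DMSO high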
SENP8 block-2: SENP8 protease inhibitors, primary screen, biochemical, luminescence; hit rate 1.2% among 330,000; purified SENP8, Z-RLRGG-aminoluciferin cleavage; Sentrin-specific protease 8 (Homo sapiens), Q96LD8; AID 2540, 2010; inhibition, % at 10 µM; in the data active means inhibition above about 50%
Active calls of the source: *; i = inactive; nt = not tested or not shown.

SMILES	NALP3 yeast inh	SENP8 block-1	SENP6 block	HKDC1 inh	Apaf1 inhib	SENP7 inh	PfG6PD inh	SENP1 FRET inh	SENP8 block-2
COC(=O)c1c(NC(=O)CN2CCN(Cc3ccc4c(c3)OCO4)CC2)sc(C)c1C	-21	-4	4	0	17	2	0	1	-8
CSc1cccc(NC(=O)C2CCN(S(=O)(=O)c3cnc[nH]3)CC2)c1	18	12	-13	1	-5	13	-5	2	-3
O=C(NNc1ncnc2c1cnn2-c1ccccc1)c1ccco1	0	2	-9	0	-22	-4	9	1	-3
Nc1ncc2c(n1)CC(c1ccco1)CC2=O (stereo unspecified)	16	-11	-27	-3	6	-6	20	-1	-9
COC(=O)c1ccc(NCc2cc(O)ccc2O)cc1O	nt	14	nt	25	nt	nt	28	3	nt
CCOC(=O)C1CCCCN1C(=O)c1ccc2nc(Cc3ccc(OC)cc3)oc2c1 (stereo unspecified)	6	6	5	5	17	4	10	-2	3
CCn1c(CNC(=O)c2cccs2)nnc1SCC(=O)Nc1ccc(Cl)cc1	9	16	-2	2	0	5	1	0	-9
O=c1[nH]c(NCc2ccco2)nnc1Cc1ccccc1Cl	-2	31	-8	4	-34	-6	-4	3	-1
Cc1cc(=O)cc(C)n1-c1ccccc1N1CCOCC1	-2	5	-5	1	0	0	-6	2	0
CN1C(=O)/C(=C2/C=Cc3ccccc3N2CCCS(=O)(=O)O)SC1=S	42	37	5	-1	-9	1	30	8	9
CN(C)C(=O)c1ccc(NC(=O)c2cccnc2)cc1	-2	12	-13	1	7	0	13	2	-13
COC(=O)CSC(=S)N1CCCC(C)C1 (stereo unspecified)	12	12	-38	12	1	3	2	0	-3
CCOc1ccc(-c2nc(CSc3nncs3)cs2)cc1OC	36	-113	-8	-6	0	-1	-4	2	-7
COc1cc(C2c3cc4c(cc3OC(NNC(N)=S)C2C)OCO4)cc(OC)c1OC (stereo unspecified)	nt	8	nt	-2	nt	nt	-14	2	nt
O=C(Nc1ccc(Cc2ccncc2)cc1)c1ccc(Cl)c([N+](=O)[O-])c1	14	25	-16	7	20	-8	13	1	-5
CC/C(=C\C(=O)c1ccncc1)Nc1ccc(Br)cc1	17	23	-15	-4	6	-1	2	0	-3
CS(=O)(=O)Nc1ccc(C2=NN(C(=O)CCCC(=O)O)C(c3cccs3)C2)cc1 (stereo unspecified)	-9	-279	-12	-2	6	-7	-4	-5	0
CCc1cccc(NC(=O)C2CCN(c3ncnc4sc(C)c(C)c34)CC2)c1	19	7	-11	3	18	-3	11	-1	7
Cc1ccc(NCN2C(=O)C(=O)c3ccccc32)nc1	-6	-2	-17	5	6	-2	13	0	-6
CCOC(=O)N1CCN(C(=O)C2CCCN(S(=O)(=O)c3ccc(OCC)cc3)C2)CC1 (stereo unspecified)	28	-4	-1	-2	3	-4	-1	3	1
O=[N+]([O-])c1ccc(C=Nc2ccc(Cl)cc2Cl)s1	19	69*	58*	24	-11	23	76*	2	60*
COCCN(C(=O)CCc1nnc(Cc2c[nH]c3ccccc23)o1)C(C)C	12	10	-9	-7	2	3	-5	-9	-5
CC(C)CCN1CCN(Cc2ccc3nsnc3c2)CC1CCO (stereo unspecified)	-8	1	-3	-8	-18	4	-8	1	-1
COC(=O)CN(c1ccccc1)S(=O)(=O)c1ccc(F)cc1	14	19	-10	-10	10	8	-6	0	3

Entries listed above shown as hits in SENP8 block-1:
Molecule | NALP3 yeast inh | SENP8 block-1 | SENP6 block | HKDC1 inh | SENP7 inh | PfG6PD inh | SENP1 FRET inh
O=[N+]([O-])c1ccc(C=Nc2ccc(Cl)cc2Cl)s1 | 19 | 69* | 58* | 24 | 23 | 76* | 2

(next part)
SMILES	NALP3 yeast inh	SENP8 block-1	SENP6 block	HKDC1 inh	Apaf1 inhib	SENP7 inh	PfG6PD inh	SENP1 FRET inh	SENP8 block-2
CSc1c(C#N)c(N)nc2sc(C(=O)c3ccccc3)c(N)c12	13	1	-4	11	-11	2	22	65*	3
N#Cc1cccc(C(c2nnnn2Cc2ccccc2)N2CCCC2)c1 (stereo unspecified)	16	11	-30	-4	4	-1	-9	-2	-7
CCCOc1ccc(C(=O)NNC(=S)NC(=O)CC)cc1	27	7	-17	-7	18	2	31	0	8
CN1C2CCC1CC(NC(=O)c1cccc(C(F)(F)F)c1)C2 (stereo unspecified)	3	15	-8	1	-6	-1	7	2	2
O=S(Cc1ccc(Br)cc1)Cc1nnc(SCc2c(F)cccc2Cl)n1-c1ccccc1 (stereo unspecified)	-3	16	-3	0	28	0	-18	4	4
CC1=C(C(=O)OCC2CCCO2)C(c2coc3ccccc3c2=O)C2=C(CC(C)(C)CC2=O)N1 (stereo unspecified)	4	-31	-6	-5	12	7	-10	-16	-1
COCCn1c(=N)c(C(=O)NCc2ccco2)cc2c(=O)n3cc(C)ccc3nc21	-5	-396	-7	-4	14	-12	17	-27	-6
CCc1cccc(NC(=O)Nc2cccs2)c1	19	11	9	6	-2	7	32	8	5
CCC(C(=O)NC(C)(C)C)N(C(=O)c1ccc(Cl)nc1)C1CCCC1 (stereo unspecified)	3	11	-8	0	-4	2	-10	2	0
CCCc1cc(=O)n2[nH]c(C)c(-c3ccc(OC)cc3)c2n1	3	-184	16	-3	4	2	-2	-2	10
CC(C)Sc1nc2c(cnn2-c2ccccc2)c(=O)[nH]1	7	11	2	-2	10	-2	-27	-1	3
COc1ccc(-c2sc3cc4c(cc3c2C#Cc2ccc(N)cc2)OCO4)cc1	18	i	0	-2	-4	0	10	-103	-1
CN1CCN(C(=O)C2=C[C@@H](C3CCCCC3)C[C@@H](OCCCCO)O2)CC1	8	16	-26	-6	-1	9	-11	0	-12
O=C(COC(=O)c1ccccc1Cl)NC1CCCCCC1	22	18	8	-5	8	8	8	2	-11
CNC(=O)COc1cccc(C(=O)NCc2ccccc2)c1	14	-5	-13	-11	-12	3	-3	0	-1
CC(NC(=O)CC1SC(N)=NC1=O)c1ccccc1 (stereo unspecified)	20	-5	-10	-14	3	-5	-3	0	-9
O=S(=O)(c1ccc(=S)[nH]c1)N1CCN(Cc2ccccc2)CC1	4	15	10	-5	-9	3	41	1	3
CC(=O)Nc1ccc(CN2CCN(c3cccc(C(F)(F)F)c3)CC2)cc1	11	7	1	-6	-8	3	11	1	3
CC(C)CC(NC(N)=O)C(=O)Nc1ccc(Oc2ccccc2)cc1 (stereo unspecified)	9	13	-6	-5	9	0	12	1	-5
CSC1=NCCN1C(=O)c1c(-c2ccccc2Cl)noc1C	0	1	-10	-2	-6	17	-24	-2	-7
CCCCCCCOc1ccc(C(=O)Nc2cccnc2)cc1	20	11	-2	0	-5	2	5	1	-9
COc1ccc(NC(=O)c2cccs2)c([N+](=O)[O-])c1	31	35	0	-6	10	10	-11	6	0
CCC(C)(C)NC(=O)Cc1ccc(C)cc1	6	21	-4	-4	-1	28	16	0	-5
CCn1c(CC(=O)Nc2ccccc2)nnc1SCC(=O)N1CCOCC1	9	-2	2	-6	0	-3	3	2	4

Arranged by the number under SENP7 inh (high to low): 7 from the list above.
mol | SENP7 inh
CSC1=NCCN1C(=O)c1c(-c2ccccc2Cl)noc1C | 17
CN1CCN(C(=O)C2=C[C@@H](C3CCCCC3)C[C@@H](OCCCCO)O2)CC1 | 9
CCc1cccc(NC(=O)Nc2cccs2)c1 | 7
COCCN(C(=O)CCc1nnc(Cc2c[nH]c3ccccc23)o1)C(C)C | 3
CSc1c(C#N)c(N)nc2sc(C(=O)c3ccccc3)c(N)c12 | 2
COc1ccc(-c2sc3cc4c(cc3c2C#Cc2ccc(N)cc2)OCO4)cc1 | 0
CC(NC(=O)CC1SC(N)=NC1=O)c1ccccc1 (stereo unspecified) | -5

Following part:
SMILES	NALP3 yeast inh	SENP8 block-1	SENP6 block	HKDC1 inh	Apaf1 inhib	SENP7 inh	PfG6PD inh	SENP1 FRET inh	SENP8 block-2
Cc1cccc(C(=O)N2CCN(c3ccc(C(F)(F)F)cn3)CC2)c1C	34	-9	-6	1	21	12	-6	3	-4
O=C1NC[C@H](c2ccccc2)N(CCc2cccc(F)c2)C1=O	8	6	0	-2	-2	-2	7	2	-8
CC(C)(C)c1ccc(C(=O)NC(=S)Nn2cnnc2)cc1	14	10	5	3	1	1	12	-1	3
Cc1ccc(S(=O)(=O)NCCC(c2ccc(F)cc2)c2ccco2)cc1 (stereo unspecified)	-11	17	-21	13	29	-10	7	-1	-12
CCOc1ccc(-c2nc(C#N)c(NCC(C)C)o2)cc1	29	-286	-2	2	0	1	-1	1	9
CCOCCC(=O)Nc1nnc(CCc2ccccc2)s1	21	-5	0	-7	3	1	0	-1	15
CN(CCC1CCOCC1)Cc1nc(Cc2ccccc2F)no1	21	19	-3	-3	-14	-1	5	1	-3
Cc1ccc2nc(NNC(=O)c3ccc4c(c3)OCCO4)sc2c1	2	24	-15	-25	9	17	31	-2	-8
CC(=O)Nc1cc(C(=O)N2CCCC2)ccc1Sc1ccc(Cl)cc1	9	16	-12	-15	-12	4	-8	-2	1
COc1ccc(CN2CCNC(=O)C2CC(=O)NCCCn2cccn2)c(OC)c1 (stereo unspecified)	-10	-12	11	-4	-9	5	-13	-1	3
COc1ccccc1OCCNC(=O)c1c(-c2ccccc2Cl)noc1C	11	-9	-6	-6	10	9	8	-1	5
CCN(c1ccccc1)S(=O)(=O)c1ccc(Cl)c(C(=O)NCc2ccco2)c1	18	3	-21	0	16	5	26	1	-5
CN(C(=O)CSc1nc(N)nn1-c1ccccc1)c1ccccc1	16	23	9	-6	5	-1	8	-1	-1
Cc1csc2nc(CNS(=O)(=O)c3ccc4c(c3)OCCO4)cn12	-2	3	4	-2	-2	3	-9	1	-2
CC(C)c1ccc(NC(=O)CCNS(=O)(=O)c2cccc3nonc23)cc1	16	11	1	5	9	4	9	4	4
COCCn1c(=O)[nH]c2cc(C(=O)NCc3cccnc3)ccc2c1=O	-3	-214	-22	-3	6	-8	-14	-2	-6

Full records from above:
Profile of CC(C)c1ccc(NC(=O)CCNS(=O)(=O)c2cccc3nonc23)cc1 → NALP3 yeast inh: 16; SENP8 block-1: 11; SENP6 block: 1; HKDC1 inh: 5; Apaf1 inhib: 9; SENP7 inh: 4; PfG6PD inh: 9; SENP1 FRET inh: 4; SENP8 block-2: 4
Profile of Cc1csc2nc(CNS(=O)(=O)c3ccc4c(c3)OCCO4)cn12 → NALP3 yeast inh: -2; SENP8 block-1: 3; SENP6 block: 4; HKDC1 inh: -2; Apaf1 inhib: -2; SENP7 inh: 3; PfG6PD inh: -9; SENP1 FRET inh: 1; SENP8 block-2: -2
